ATXN2 expr inh: reduces ATXN2 reporter expression in HEK-293 cells; AID 1745845; hit rate 0.72% among 360,000; HEK-293 ATXN2-luciferase reporter, luminescence, 24 h; Potency, µM (titrated, usually from 57 µM), without a hit: at the highest dose activity change, negative = inhibition, most hits filed as inhibitors; note: potency is the fitted concentration of half-maximal effect; % is set by controls: 0 for no effect and ±100 for the full control effect; nearly all actives have a fitted effect of over 55% in size
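ATXN2-luciferase reporter cells (luciferase flanked by upstream and downstream ATXN2 gene portions) were treated 24 h at 37 °C with compounds at up to 57 uM. SteadyGlo luminescence gave expression; GF-AFC fluorescence gave viability.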
MCF10A rereplic: induces DNA re-replication in MCF 10a normal breast cells | MCF 10A DNA re-replication, Hoechst nuclear intensity, 48 h | Potency, µM (highest dose often 46.1 µM), for the others: at the top dose activity, positive = re-replication, hits mostly activators | hit rate 2.9% among 350,000; note: potency is the fitted concentration of half-maximal effect; % of control where 0% means no effect; nearly all actives have a fitted effect of over 50% in size
HT1080 IDH1KD tx: kills HT-1080 cells with IDH1 knockdown. Potency, µM (titrated, usually from 46.1 µM), for the others: at the highest dose activity, negative = toxicity, most hits filed as cytotoxic. hit rate 2% among 360,000. AID 686971. HT-1080 IDH1 knockdown viability, ATP luminescence, 48 h;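 note: potency is the fitted concentration of half-maximal effect; 0% = DMSO wells and -100% = cell-free medium wells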
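Knockdown cells (IDH1KD HT-1080) received compounds 2 h after plating at 750 cells/well and were kept 48 h at 37 °C in 5% FBS RPMI. A CellTiter-Glo luminescence read gave % activity for curve fitting.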
KB-3-1 cytotox: kills parental KB-3-1 adenocarcinoma cells. KB-3-1 viability, CellTiter-Glo ATP luminescence, 72 h. Potency, µM (series often up to 46.1 µM), for the others: at the highest dose activity change, negative = cytotoxic, actives largely listed as cytotoxic. hit rate 1.4% among 400,000. AID 1347075; note: potency is the fitted concentration of half-maximal effect; % is set by controls: 0 for no effect and ±100 for the full control effect; nearly all actives have a fitted effect of over 60% in size
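KB-3-1 parental drug-naive adenocarcinoma cells in DMEM/10% FBS, incubated 72 h at 37 C with pin-transferred compounds across a concentration series. Viability by CellTiter-Glo luminescence; concentration-response curves fitted after normalization.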
SW480 rerep: inducers of DNA re-replication in SW480 colon cancer cells; SW480 DNA re-replication, Hoechst DNA content imaging, 48 h; Potency, µM (doses to about 46.1 µM), for the others: top-dose re-replication activation, hits mostly activators; hit rate 1.8% among 340,000; note: potency is the fitted concentration of half-maximal effect; % of control where 0% means no effect; nearly all actives have a fitted effect of over 55% in size
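Image-based DNA-content assay: after two days of treatment, nuclei were labelled with the DNA dye Hoechst and imaged, and hits were compounds raising the count of nuclei showing high fluorescence intensity.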
WRN inhibitor: WRN helicase (human) inhibition; AID 651768; Q14191; WRN helicase unwinding, fluorescent forked duplex, kinetic; Potency, µM (top dose mostly 114 µM), for the others: at the highest dose activity change, negative = inhibition, most hits filed as inhibitors; hit rate 0.46% among 360,000; note: potency is the fitted concentration of half-maximal effect; % is set by controls: 0 for no effect and ±100 for the full control effect; nearly all actives have a fitted effect of over 55% in size
Target sequence (Q14191 whole entry, looked up): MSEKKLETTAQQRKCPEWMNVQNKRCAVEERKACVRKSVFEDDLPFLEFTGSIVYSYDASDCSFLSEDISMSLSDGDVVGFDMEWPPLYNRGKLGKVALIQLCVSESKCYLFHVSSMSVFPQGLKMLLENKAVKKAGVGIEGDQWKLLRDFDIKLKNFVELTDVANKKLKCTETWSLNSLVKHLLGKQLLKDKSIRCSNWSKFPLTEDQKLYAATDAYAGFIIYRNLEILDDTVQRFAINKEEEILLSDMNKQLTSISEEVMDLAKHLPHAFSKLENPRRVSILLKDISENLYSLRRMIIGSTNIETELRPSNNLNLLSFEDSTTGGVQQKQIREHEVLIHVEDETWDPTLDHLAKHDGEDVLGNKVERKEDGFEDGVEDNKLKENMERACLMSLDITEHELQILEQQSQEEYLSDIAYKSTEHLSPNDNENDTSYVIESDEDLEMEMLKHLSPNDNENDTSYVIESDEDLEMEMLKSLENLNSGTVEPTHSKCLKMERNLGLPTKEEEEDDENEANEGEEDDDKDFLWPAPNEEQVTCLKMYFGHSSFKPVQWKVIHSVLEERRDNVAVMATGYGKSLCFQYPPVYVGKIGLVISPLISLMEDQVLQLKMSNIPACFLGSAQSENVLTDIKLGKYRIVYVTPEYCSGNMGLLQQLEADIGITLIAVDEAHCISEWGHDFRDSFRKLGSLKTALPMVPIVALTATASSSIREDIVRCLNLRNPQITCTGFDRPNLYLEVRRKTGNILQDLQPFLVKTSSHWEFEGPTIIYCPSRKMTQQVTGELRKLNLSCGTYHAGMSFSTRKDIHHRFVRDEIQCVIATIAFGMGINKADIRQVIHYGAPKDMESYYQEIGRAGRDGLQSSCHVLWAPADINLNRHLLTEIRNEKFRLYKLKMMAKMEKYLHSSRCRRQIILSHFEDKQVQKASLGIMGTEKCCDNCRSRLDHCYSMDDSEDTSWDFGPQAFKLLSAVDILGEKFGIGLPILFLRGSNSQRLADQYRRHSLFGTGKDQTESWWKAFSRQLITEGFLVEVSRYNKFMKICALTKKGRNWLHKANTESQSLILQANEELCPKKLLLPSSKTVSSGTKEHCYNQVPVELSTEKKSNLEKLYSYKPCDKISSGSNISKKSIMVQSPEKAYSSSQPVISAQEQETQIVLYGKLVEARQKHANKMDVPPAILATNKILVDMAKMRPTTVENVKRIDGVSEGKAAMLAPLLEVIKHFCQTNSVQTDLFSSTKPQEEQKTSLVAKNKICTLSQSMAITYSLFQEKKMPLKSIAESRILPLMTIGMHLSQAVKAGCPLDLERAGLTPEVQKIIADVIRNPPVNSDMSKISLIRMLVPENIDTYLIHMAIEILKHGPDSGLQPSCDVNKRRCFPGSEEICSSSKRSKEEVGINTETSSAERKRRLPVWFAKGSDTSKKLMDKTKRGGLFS
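Fluorescence dequenching readout, ex 525 nm/em 598 nm, kinetic mode: forked duplex DNA (100 nM final) with adjacent fluorophore and quencher unwound by WRN (20 nM final) with 2 mM ATP. Compound preincubation 15 min, room temperature.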
IL-1B inflam inh: inflammasome signaling inhibition, IL-1 beta readout | activity change, % at 57.5 µM | THP-1 LPS/ATP IL-1B secretion, AlphaLISA, 16 h; active compounds read low | hit rate 4.7% among 360,000; in the data active = activity change below about -50%; inconclusive = mostly about -30% to -49%; note: % is set by controls: 0 for no effect and ±100 for the full control effect
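Secreted IL-1B measured by AlphaLISA bead assay after 16 h compound exposure of THP-1 cells; compounds (final up to 57.5 uM) added 1 h before LPS (250 ng/mL) and ATP (1.25 mM) stimulation; lower signal means less secretion.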
KB-V1 MDR tox: KB-V1 MDR subline cytotoxicity. KB-V1 MDR cells viability, CellTiter-Glo, 72 h. AID 1347076. Potency, µM (top dose mostly 46.1 µM), inactives show top-dose activity change, negative = cytotoxicity, actives largely listed as cytotoxic. hit rate 3.4% among 400,000; note: potency is the fitted concentration of half-maximal effect; % is set by controls: 0 for no effect and ±100 for the full control effect; nearly all actives have a fitted effect of over 60% in size
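KB-V1 MDR subline cells in DMEM (phenol-red free, 10% FBS) exposed to compounds in qHTS concentration series for 72 h at 37 degrees C. Viability read by CellTiter-Glo luminescence; concentration-effect curves fitted after normalization and correction.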
HT1080NT lethal: kills 2HG-producing HT-1080-NT fibrosarcoma cells; HT-1080-NT fibrosarcoma viability, CellTiter-Glo ATP luminescence, 48 h; Potency, µM (series often up to 46.1 µM), without a hit: top-dose activity, negative = less viability, usual class: cytotoxic; hit rate 1.6% among 360,000;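 note: NT is the 2HG producing partner of a matched IDH1 knockdown line; potency is the fitted concentration of half-maximal effect; 0% = DMSO-treated cells and -100% = media-only wells without cells; nearly all actives have a fitted effect of over 55% in size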
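Luminescent CellTiter-Glo readout after 48 hours of compound exposure at 37 degrees C defined viability of HT-1080-NT cells. Activity was normalized to DMSO wells and cell-free media wells; concentration-response curves were fitted and assigned curve classes.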
Numbers without * were called inactive; ? = inconclusive; . = no result given; & = joins results of further samples; [ ] = remark or other dose. Unless noted, calls come from the whole dose curve; as a rule, active = well fitted curve in the direction sought with a large enough effect; inconclusive = small, poorly fitted or top-dose-only effect, or another doubt; inactive = no such curve, though single readings can be large; an effect the other way counts as inactive or inconclusive.

SMILES	ATXN2 expr inh	MCF10A rereplic	HT1080 IDH1KD tx	KB-3-1 cytotox	SW480 rerep	WRN inhibitor	IL-1B inflam inh	KB-V1 MDR tox	HT1080NT lethal
COC(C[C@H]1O[C@@H]1C(=O)COCc1ccccc1)OC	3%	?	-11%	8%	-5%	7%	25	-4%	-2%
COC(=O)c1cc(NC(=O)CN2C(=O)CSC2=O)ccc1Cl	1%	2%	-10%	7%	-15%	-7%	48	0%	-8%
COc1ccc(N(C(=O)Cn2nnc3ccccc32)C2(C(=O)NC3CCCC3)CCCCC2)cc1	-16%	-4%	-21%	-6%	20%	-1%	-58*	?	8%
COc1ccc(C2NC(=O)N(C)C3=C2C(=O)CC(C)(C)C3)cc1OC (centres undefined)	.	-6%	-7%	8%	-10%	10%	12	15%	-4%
CCn1c(SCC(=O)NCc2ccccc2)nnc1-c1ccccc1O	4%	-3%	-4%	2%	-16%	-3%	-1	?	-8%
COC(=O)c1c(C)[nH]c(C(=O)C(C)OC(=O)C2CC(=O)N(c3ccc(C)cc3)C2)c1C (centres undefined)	-3%	12%	-4%	?	4%	-5%	43	?	-7%[9.24 µM]
COc1ccccc1-c1cc(C(F)(F)F)nc(S(=O)(=O)CCCC(=O)Nc2cccnc2Cl)n1	?	?	26µM*	-10%	?	-8%	-110*	4%	15µM*
Cc1noc(C)c1C(=O)Nc1ccccc1C(=O)NCCc1ccccc1	6%	9%	-19%	-8%	-12%	-1%	31	1%	-3%
O=C(Nc1ccc2c(c1)CCC2)Nc1ccc2c(c1)OCO2	.	6%	-13%	-2%	5%	3%	-24	-3%	0%
Cc1nc2ccccn2c1C(=O)NN	0%	-3%	16%	-1%	.	1%	0	-4%	11%
CCOP(=O)(OCC)C(NC(C)=O)C(=O)c1ccccc1 (centres undefined)	.	32%	-2%	-1%	0%	5%	-22	?	1%
O=C(O)C1CCCN1c1ncccc1[N+](=O)[O-] (centres undefined)	12%	-6%	17%	7%	-6%	6%[57.1 µM]	-5	10%	?
Cc1nc([N+](=O)[O-])cn1CCC#N	-7%	-2%	19%	6%	-10%	-4%	13	14%	6%
O=C(/C=C/c1ccc(Br)cc1)N1CCN(c2cccc(C(F)(F)F)c2)CC1	?	13µM*	-9%	?	9%	1%	?	?	?
CCCCCCn1cc(CN(C)C2CN(Cc3cn(CCCCCC)nn3)S(=O)(=O)C2)nn1 (centres undefined)	-6%	.	8%	-9%	.	-1%	8	?	0%
COc1ccc(-n2nc3cc(C)c(NC(=O)c4cccnc4)cc3n2)cc1	-2%	2%	?	1%	-5%	5%	-15	2%	?
COC(=O)c1ccc(/C=N/Nc2nc(N3CCCCC3)nc(N3CCCCC3)n2)cc1	-5%	7%	7%	2%	-7%	-5%	0	5%	?
COc1ccc(OC)c(S(=O)(=O)N2CCc3ccccc3C2)c1	.	13%	-2%	-1%	1%	1%	-1	-25%	-1%
Cc1ccc(-c2c(C#N)c(N)n3c(nc4ccccc43)c2C#N)cc1	?	18µM*	?	13µM*	18µM*	-26%	-24	?	?
CCOC(=O)[C@H]1[C@H]2COc3cc(OC)ccc3[C@@H]2N2C(=O)c3cc(F)ccc3NC(=O)[C@@]12C	7%	20%	3%	0%	-2%	0%	8	-2%	0%
Cn1cccc1/C=C1\SC(=O)N(CC(=O)Nc2ccc(Cl)cc2)C1=O	7%	24%	20%	20%	-3%	1%	4	?	8%
O=C1CCCC(O)=C1C=Nc1cccc(C(F)(F)F)c1	.	-4%	4%	3%	3%	-5%	-10	26%	1%
Cc1ccc(-n2ncc3c(=O)[nH]c(SCC(=O)N4CCCCC4)nc32)cc1	6%	4%	-4%	-5%	-5%	0%	-3	0%	-1%
COCCCn1c2nc3ccccc3nc2c2c(=O)n(CC3CCCO3)cnc21 (centres undefined)	-1%	6%	4%	10%	3%	8%	-18	-7%	1%
O=C(Cc1ccc(Cl)cc1)Nc1ccc(-c2nnc(-c3ccco3)o2)cc1	?	?	-27%	15%	9%	-14%	3	3%	-26%
CC(=O)c1cccc(S(=O)(=O)N2CCC(C(=O)OC3CCOC3=O)CC2)c1 (centres undefined)	0%	-8%	2%	11%	-1%	-19%	22	4%	4%
CCCCc1ccc(NC(=S)NCc2cccc(OC)c2)cc1	-17%	?	-16%	3%	?	-8%	-79*	-19%	-10%
COC(=O)c1ccc(N2CCC(C)CC2)c(N)c1	46%[activator]	21µM*	-3%	-1%	?	-10%	-12	?	6%
Cc1cc(C)c2c(c1)OC(O)(C(F)F)CC2=O (centres undefined)	5%	-5%	0%	13%	-1%	5%	15	6%	0%
CC(=O)c1ccc(NC(=O)CSc2nnc(Cc3cccn3C)n2-c2ccc(F)cc2)cc1	1%	0%	5%	4%	-3%	-7%	30	-13%	-2%
CN(CC(=O)Nc1cccc(F)c1)C(=O)CCCNC(=O)c1ccc(Cl)cc1	23%	-31%	-3%	-3%	-38%[inhibitor]	-6%	27	2%	-7%
CC(C)(C)OC(=O)N1CCC[C@H]1C(=O)Nc1ccc(C#N)cc1	-9%	1%	-9%	-19%	9%	7%	-7	0%	-4%
CC(C)CCN(Cc1ccco1)S(=O)(=O)c1csc(C(N)=O)c1	-17%	6%	0%	-15%	1%	-10%[57.1 µM]	-13	2%	-5%
CCCc1cc(NCCCN(C)C)n2c(nc3ccccc32)c1C#N	.	?	6%	-6%	?	-21%	-5	6%	-2%
NC(=O)C1CCN(C(=O)CN2C(=O)c3ccccc3S2(=O)=O)CC1	8%	8%	0%	12%	2%	-1%	1	7%	9%
COc1ccc(NC(=O)CCc2nc3ccccc3s2)c(OC)c1	3%	39%	-5%	?	-11%	-8%	-1	-17%	?
CCCC[C@@H]1Cc2[nH][nH]c(=O)c2[C@H](c2ccc3ccccc3c2)O1	3%	.	23µM*	10%	.	-5%	-12	-5%	0%
c1ccc2c(c1)OCC(c1nn3cnnc3s1)O2 (centres undefined)	.	1%	2%	13%	-13%	-2%	-3	10%	6%
CC1(c2nc3ccccc3[nH]2)CCCC2=Nc3ccccc3CN21 (centres undefined)	-11%	.	-19%	-2%	.	-2%	-14	0%	-2%
Cc1cc(C(=O)NN=C2CCCC2)c2ccccc2n1	5%	5%	?	13%	1%	-27%	11	-13%	?
O=C(NC12CC3CC(CC(C3)C1)C2)N1CCN(S(=O)(=O)c2ccc(Cl)cc2)CC1	-17%	?	-3%	?	-1%	-3%	-3	?	-7%
CN1CCN(C(=O)c2ccc(CSc3ccc(Cl)cc3)cc2)CC1	-28%	1%	3%	?	15%	-8%	-62*	7.3µM*	-1%
Nc1cc(C(F)(F)F)ccc1Nc1ccccc1	.	3%	9%	5%	-8%	-8%	14	22%	8%
O=C1c2ccccc2-c2c1c1ccccc1c(=O)n2CCO	?	?	?	-2%	24%	-9%	.	18µM*	-3%
Cc1ccc2c(c1)C(=O)C(=O)N2c1ccc(Cl)cc1	-1%	1%	-1%	14%	10%	-14%	-2	7%	3%
CCN(CC)S(=O)(=O)c1cccc(-c2nnc(SCC#N)n2Cc2ccccc2)c1	-8%	13%	0%	10%	1%	0%	14	?	-9%
CCCCn1c(SCC(=O)NC(=O)NCc2ccco2)nc2cc(S(N)(=O)=O)ccc21	6%	?	13%[9.24 µM]	-8%	0%	-9%[11.6 µM]	-8	6%	-2%
CCOC(=O)CNC(=O)c1ccc2[nH]c3c(c2c1)CCCC3	0%	-11%	0%	6%	-7%	-7%	10	-1%	12%
C/C=C(\C)CN1CCC(n2nccc2NC(=O)c2ccc(OC)cc2)CC1	1%	0%	0%	-2%	2%	12%	-6	-7%	-3%
Cc1ccc(C)c(OCc2nc(-c3cccnc3)no2)c1	21%	?	-1%	-1%	-1%	7%	-8	-9%	0%
Cc1ccccc1NC(=O)C(=O)NCCCN1CCCC1=O	30%	-3%	15%	17%	-6%	-2%	-3	-17%	11%
COc1ccccc1OCCNC(=O)c1ccc(C)c(S(=O)(=O)N2CCOCC2)c1	-1%	0%	2%	-20%	28%	-9%	-1	-29%	0%
COc1cc2cc(CN(CCc3cccc(C)c3)C(=S)NCCCN3CCOCC3)c(=O)[nH]c2cc1OC	-26%	15%	?	-2%	0%	-7%	-62*	15%	-1%
CCN(C[C@H]1N[C@@](C)(C(=O)OC)[C@H]2C(=O)N(C)C(=O)[C@@H]12)S(=O)(=O)c1ccc(F)cc1	-4%	-17%	6%	0%	?	-1%	7	0%	1%
COc1ccc(OCC(=O)Nc2ccc3c(c2)CCC3)cc1	.	5%	9%	0%	-12%	1%	-7	?	-6%
Cc1ccc(Cn2c(Cc3ccccc3)nc3ccccc32)cc1	?	?	-12%	-23%&-8%	0%	-9%	8	?	-18%
O=C(COC(=O)CCCSc1nc2ccccc2[nH]1)Nc1ccc(Oc2ccccc2)cc1	6%	?	-3%	1%	-4%	-13%	-16	10%	6%

Rewritten with values under each structure: entries from further up
Below each compound: ATXN2 expr inh | MCF10A rereplic | HT1080 IDH1KD tx | KB-3-1 cytotox | SW480 rerep | WRN inhibitor | IL-1B inflam inh | KB-V1 MDR tox | HT1080NT lethal
COC(=O)c1cc(NC(=O)CN2C(=O)CSC2=O)ccc1Cl
 : 1% | 2% | -10% | 7% | -15% | -7% | 48 | 0% | -8%
CC1(c2nc3ccccc3[nH]2)CCCC2=Nc3ccccc3CN21 (centres undefined)
 : -11% | . | -19% | -2% | . | -2% | -14 | 0% | -2%
COc1ccc(OCC(=O)Nc2ccc3c(c2)CCC3)cc1
 : . | 5% | 9% | 0% | -12% | 1% | -7 | ? | -6%

Screening results as filed in PubChem.
